IDE act: boosts human insulin-degrading enzyme activity in HEK cells. hit rate 0.073% among 340,000. P14735. FAbeta-B cleavage, fluorescence polarization; 0% vehicle, 100% cell-free pure enzyme wells. activation, % at 5.96 µM;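 active means activation above the mean of all tested compounds plus 3 SD, set per screening campaign, cut at about 17% in these data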
SUMO HTRF inh: SUMOylation inhibition; P63279; AID 2006; hit rate 0.36% among 290,000; HTRF SUMOylation assay, SAE1/SAE2 + UBC9, in vitro; inhibition, % at 35 µM; in the data active means inhibition above about 50%, passing the limit was not always enough; further: strong numbers were not always called active
Target sequence (P63279 whole entry, looked up): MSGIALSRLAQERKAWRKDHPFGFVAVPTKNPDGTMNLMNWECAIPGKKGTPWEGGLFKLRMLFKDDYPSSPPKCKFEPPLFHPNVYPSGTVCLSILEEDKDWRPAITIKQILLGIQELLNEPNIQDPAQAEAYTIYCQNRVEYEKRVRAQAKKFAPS
IDE inh: inhibitors of human insulin-degrading enzyme in cells; HEK cells, FAbetaB cleavage, fluorescence polarization; hit rate 0.41% among 320,000; P14735; inhibition, % at 5.59 µM;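 active means percent inhibition above the average of all tested compounds plus 3 SD, set per screening campaign, cut at about 16% in these data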;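 further: IDE supplied by intact live HEK cells; FP after avidin binding of uncleaved biotin substrate so inhibition keeps polarization high; 0% = DMSO wells and 100% = 60 µM reference IDE inhibitor Ii1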
MEKK3 PB1 HTS: raises or lowers MEK5 binding to the human MEKK3 PB1 domain; Q99759; bead-based flow cytometry, Alexa488-MEK5 binding to MEKK3; actives lie on both sides; 0 = blocked by unlabeled MEK5, 100 = vehicle; binding response (% of control), % at 10 µM; hit rate 1.4% among 290,000; AID 1529;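 active means binding response more than 3 SD above or below the average of its plate-row segment, actives on both sides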;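 further: Alexa488 bead fluorescence after subtracting the streptavidin-only scavenger bead signal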
Target sequence (Q99759 whole entry, looked up, the tested form may be a part): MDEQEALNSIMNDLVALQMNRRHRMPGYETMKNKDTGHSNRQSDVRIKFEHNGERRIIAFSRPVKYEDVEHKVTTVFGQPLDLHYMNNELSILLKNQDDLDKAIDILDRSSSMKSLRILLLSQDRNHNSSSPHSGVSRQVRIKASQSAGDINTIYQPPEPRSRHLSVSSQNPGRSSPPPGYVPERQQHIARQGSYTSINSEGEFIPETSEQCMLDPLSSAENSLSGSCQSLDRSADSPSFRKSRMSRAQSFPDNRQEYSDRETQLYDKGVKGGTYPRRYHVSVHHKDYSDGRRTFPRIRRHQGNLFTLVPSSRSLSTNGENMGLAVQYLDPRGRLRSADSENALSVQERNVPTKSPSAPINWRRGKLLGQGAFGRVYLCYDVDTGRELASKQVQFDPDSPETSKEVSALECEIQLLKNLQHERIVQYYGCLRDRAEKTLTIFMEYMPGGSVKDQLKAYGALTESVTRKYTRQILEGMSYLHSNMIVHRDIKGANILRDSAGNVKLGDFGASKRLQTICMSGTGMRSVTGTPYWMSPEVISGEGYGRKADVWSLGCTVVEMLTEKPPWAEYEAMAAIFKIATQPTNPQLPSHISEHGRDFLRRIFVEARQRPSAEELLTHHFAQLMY
M18AAP inhibitor: PfM18AAP enzyme inhibition; hit rate 1.2% among 290,000; inhibition, % at 7.35 µM; recombinant PfM18AAP, H-Glu-NHMec fluorogenic cleavage;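 active means inhibition above the campaign mean inhibition over all tested compounds plus 3 SD, cut at about 28% in these data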;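 further: 0% = plate median of test compound wells and 100% = 2 mM ZnCl2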
p-CIP stab down: compounds decreasing mouse p/CIP protein stability | F442A p/CIP-EGFP cells, EGFP fluorescence, 16 h | Q05BA5 | decrease of EGFP signal, % at 10 µM | hit rate 0.01% among 290,000 | AID 1984;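 active means EGFP signal decrease of at least 30% at 10 µM or well 3 SD below plate mean, unless failing retest; inactive means the rest, including hits failing retest or dose response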; further: some compounds called inactive have numbers as strong as hits; many of its hits are not listed in these tables
NALP1 inh: NALP1 inhibition. S. cerevisiae NALP1/ASC/caspase-1 growth, X-gal OD620, 72 h. inhibition, % at 10 µM. hit rate 0.61% among 280,000; in the data active means inhibition mostly above about 24%, no sharp cut-off; inactive means mostly below about 32%; further: some compounds called inactive have numbers as strong as hits
MEKK2 WT-MEK5: raises or lowers MEK5 binding to wildtype human MEKK2 PB1 domain. Q9Y2U5. bead flow cytometry, Alexa488-MEK5 binding to MEKK2 WT; actives lie on both sides. binding response (% of control), % at 10 µM. hit rate 1.1% among 290,000. AID 1531; in the data active means binding response below about 67% or above about 130%
MEKK2 mut-MEK5: signal of MEK5 binding to mutant human MEKK2 PB1 domain. AID 1530. hit rate 0.35% among 290,000. bead flow cytometry, Alexa488-MEK5 binding to MEKK2 mutant. percent response, % at 10 µM; in the data active means percent response above about 24%, passing the limit was not always enough; further: inactives centre near 1; some results filed as inactive read as strong as hits; reference of the scale not given here
Active calls of the source: *; nt = no result given.

Sample of the layout:
SMILES	IDE act	SUMO HTRF inh	IDE inh	MEKK3 PB1 HTS	M18AAP inhibitor	p-CIP stab down	NALP1 inh	MEKK2 WT-MEK5	MEKK2 mut-MEK5
Cn1c(SCC(=O)N2CCCC2)nnc1-c1cccs1	4	1	0	99	-3	-3	20	102	-3
COc1ccc(N2C(=S)NC3N2C(=S)NC3(C)c2ccccc2)cc1 (stereo not given)	3	12	3	103	15	-9	-26	93	-5

The whole of this part (from the top)
SMILES	IDE act	SUMO HTRF inh	IDE inh	MEKK3 PB1 HTS	M18AAP inhibitor	p-CIP stab down	NALP1 inh	MEKK2 WT-MEK5	MEKK2 mut-MEK5
Cn1c(SCC(=O)N2CCCC2)nnc1-c1cccs1	4	1	0	99	-3	-3	20	102	-3
COc1ccc(N2C(=S)NC3N2C(=S)NC3(C)c2ccccc2)cc1 (stereo not given)	3	12	3	103	15	-9	-26	93	-5
COc1ccc(C)cc1S(=O)(=O)N1CCN(c2cccc(C(F)(F)F)c2)CC1	7	-16	-2	95	-2	4	-5	90	-2
Cc1ccc(S(=O)(=O)CCC(=O)Nc2ccc(S(=O)(=O)N(C)C)cc2)cc1	nt	-1	1	112	2	2	-9	103	-1
N#Cc1c(N)n(-c2ccc(O)cc2)c2nc3ccccc3nc12	1	10	2	107	7	-7	10	105	2
Cc1ccc(NC2c3ncccc3C(=O)N2Cc2ccc(F)cc2)cc1 (stereo not given)	8	0	4	105	4	-1	2	103	8
CCc1ccc(S(=O)(=O)c2nnn3c2nc(NCCNC(C)=O)c2ccccc23)cc1	4	21	-3	107	4	-5	5	102	4
O=C(c1ccc2snnc2c1)N1CCN(c2ccccn2)CC1	5	6	-5	101	7	2	20	103	3
Cc1ccc(CNS(=O)(=O)c2ccc3c(c2)CCN3C(=O)CCCC(=O)O)cc1	1	23	-1	104	4	-10	-19	93	0
CC1CCN(c2nc3ccccc3n2CC(=O)c2ccccc2)CC1	1	17	3	108	-10	-13	11	98	-39
O=C(c1ccc(F)cc1)n1ccc(-c2cnc(-c3ccccc3)s2)n1	-1	5	1	102	2	-7	5	101	9
O=C(O)c1ccc2cccnc2n1	3	7	4	103	1	0	-14	98	-2
O=C(CN1C(=O)C(=O)N(Cc2ccccc2)C1=O)Nc1cc(Cl)cc(Cl)c1	2	10	-1	90	-15	-1	8	97	-5
O=C(NCC1CC1)c1ccc2c3n(nc2c1)-c1ccc(Cl)cc1CO3	-3	nt	4	97	nt	nt	nt	99	-2
Cc1ccc(OCC(=O)NCc2ccccc2)c([N+](=O)[O-])n1	0	-2	3	99	2	-10	13	90	-7
C(=N\c1c(-c2ccccc2)nc2n1CCS2)/c1ccccc1	3	-6	2	103	-2	0	-7	105	4
COCCCNC(=O)C1CC(=O)N(C2CCCC2)C1 (stereo not given)	1	19	-6	100	2	1	20	101	2
CCn1c(CC(=O)Nc2ccccc2F)nnc1SCC(=O)NC1CCCC1	4	10	-1	104	-1	7	-13	104	5
Cc1cc(C)nc(NC2=NCCN2C(=S)Nc2ccc(C)c(C)c2)n1	4	5	4	123	0	1	12	116	15
COc1ccc(/C=N/Nc2cc(C)nc(N3CCOCC3)n2)cc1	3	-10	2	102	6	2	20	99	0
Fc1ccc(-c2ccc(/C=N\n3cnnc3)o2)cc1Cl	-1	-2	3	104	12	4	14	111	0
OCCC1CN(Cc2cnn(-c3ccc(F)cc3)c2)CCN1Cc1ccsc1 (stereo not given)	1	1	6	96	0	-16	10	99	-6
CCOC(=O)/C(O)=C(\C#N)c1nc2ccccc2[nH]1	-6	-21	0	79	4	9	-4	81	-7
CCOc1ccc(-c2nnn(CC(=O)Nc3cc(OC)cc(OC)c3)n2)cc1OCC	3	28	-5	96	-2	1	16	100	-2
O=C(CN1C(=O)NC2(CCCC2)C1=O)OCCOc1ccccc1	4	-8	4	101	1	2	16	104	2
SMILES	IDE act	SUMO HTRF inh	IDE inh	MEKK3 PB1 HTS	M18AAP inhibitor	p-CIP stab down	NALP1 inh	MEKK2 WT-MEK5	MEKK2 mut-MEK5
COC(=O)c1cc(OC)c(OC)cc1NC(=O)CCNC(=O)c1ccco1	4	-1	-1	101	0	-4	-6	100	3
O=C(N/N=C/C(Br)=C/c1ccccc1)c1ccncc1	1	20	-6	91	4	-3	18	89	-11
NC(=O)COC(=O)CC1CC2CCC1C2 (stereo not given)	4	-11	4	97	4	3	3	92	-4
O=C(Nc1ccn(-c2ccccc2)n1)c1ccc(Cl)cc1	3	13	1	100	1	-15	23	99	1
Cc1nn(-c2ccccc2)c(N2CCCC2)c1/C=N/NC(=O)c1cc2ccccc2cc1O	-2	11	0	102	-3	-37	17	99	7
O=C(NCc1ccccn1)C1CCC(=O)N1C1CCCC1 (stereo not given)	7	nt	5	100	-2	nt	nt	100	0
CC1CC(C)CN(C(=O)Cn2c(=O)oc3cc(S(=O)(=O)N4CCCC4)ccc32)C1 (stereo not given)	5	4	-4	100	-8	0	16	100	2
Cc1ccc(C)c(NC(=S)N(Cc2ccco2)C(C)c2cccs2)c1 (stereo not given)	2	1	-1	90	-2	13	13	91	-14
Cc1ccc2c(c1)[nH]c1c(=O)n(Cc3ccccn3)cnc12	2	5	1	101	-12	-2	-4	97	15
O=[N+]([O-])c1ccc2c(c1Nc1ccccc1Cl)=NC1(CCCCC1)N=2	nt	-5	3	103	4	-7	-17	99	2
COc1ccc(C(=O)NCC(c2cccnc2)N2CCN(c3ccccc3)CC2)cc1OC (stereo not given)	1	-13	2	110	6	-15	10	113	13
O=C(Nc1cc(S(=O)(=O)Nc2ccc(Cl)cc2)ccc1N1CCCCC1)c1ccc(F)cc1Cl	5	-5	3	100	-2	-9	32	100	-1
COCCn1c(SCC(=O)N(C(C)C)C(C)C)nnc1-c1cc2ccccc2cc1O	0	15	-4	102	2	-11	19	100	-8
CS(=O)(=O)N(CC(=O)N1CCCCC1)c1ccc2c(c1)OCO2	5	8	7	89	4	6	nt	96	-4
O=[N+]([O-])c1cccc(C(=S)N2CCN(c3ccccc3F)CC2)c1	11	-3	-3	97	-3	0	-7	83	-10
O=C(CCCc1c[nH]c2ccccc12)NCc1ccc2c(c1)OCO2	3	-23	3	95	-3	7	2	94	-8
Cc1oc(-c2ccccc2F)nc1CS(=O)(=O)CC(=O)NCCCN(C)C1CCCCC1	8	-18	0	101	3	-9	27	103	0
CCCCC(=O)Nc1ccc(C(=O)NNC(=S)NC(=O)c2ccco2)cc1	-1	-20	5	102	10	-5	46	103	2
CC(C)Sc1nc(N)c2c3c(sc2n1)CN(C)CC3	2	2	-4	nt	18	-19	20	nt	nt
CCOC(=O)c1[nH]c2ccc(Br)cc2c1NC(=O)CCN1CCCC(C)(C)C1	4	-4	-1	102	-9	-11	33	104	-1
CCN(c1ccccc1)c1nc(C#N)nc(N(CC)c2ccccc2)n1	2	-18	2	105	3	-4	nt	105	-3
C=CCNc1nc(Nc2ccc([N+](=O)[O-])cc2)nc(N2CCCC2)n1	-2	-2	-4	100	0	-9	-2	107	1
COC(=O)Nc1ccc(S(=O)(=O)N2CCCCC2C(=O)NCc2ccco2)cc1 (stereo not given)	5	6	9	96	8	-8	17	97	-1
O=C(c1ccc(N2CCN(S(=O)(=O)c3ccccc3)CC2)c([N+](=O)[O-])c1)N1CCOCC1	2	0	4	92	-8	0	10	95	-3
CN1/C(=C/C=C(C#N)C#N)C=Cc2ccccc21	-14	11	8	103	9	-49	10	97	-2
COC(=O)c1[nH]c2c(c1C)C(=O)CC(c1cccc(OC)c1)C2 (stereo not given)	1	-7	-1	103	1	-6	2	107	5
COc1cccc(OCC(O)CN2CCN(C)CC2)c1 (stereo not given)	6	-10	-10	104	-4	-2	13	104	3

20 of these compounds in a different format:
Values in the order: IDE act | SUMO HTRF inh | IDE inh | MEKK3 PB1 HTS | M18AAP inhibitor | p-CIP stab down | NALP1 inh | MEKK2 WT-MEK5 | MEKK2 mut-MEK5
- Cc1ccc(C)c(NC(=S)N(Cc2ccco2)C(C)c2cccs2)c1 (stereo not given)
  2 | 1 | -1 | 90 | -2 | 13 | 13 | 91 | -14
- Cc1ccc2c(c1)[nH]c1c(=O)n(Cc3ccccn3)cnc12
  2 | 5 | 1 | 101 | -12 | -2 | -4 | 97 | 15
- O=[N+]([O-])c1ccc2c(c1Nc1ccccc1Cl)=NC1(CCCCC1)N=2
  nt | -5 | 3 | 103 | 4 | -7 | -17 | 99 | 2
- COc1ccc(C(=O)NCC(c2cccnc2)N2CCN(c3ccccc3)CC2)cc1OC (stereo not given)
  1 | -13 | 2 | 110 | 6 | -15 | 10 | 113 | 13
- O=C(Nc1cc(S(=O)(=O)Nc2ccc(Cl)cc2)ccc1N1CCCCC1)c1ccc(F)cc1Cl
  5 | -5 | 3 | 100 | -2 | -9 | 32 | 100 | -1
- COCCn1c(SCC(=O)N(C(C)C)C(C)C)nnc1-c1cc2ccccc2cc1O
  0 | 15 | -4 | 102 | 2 | -11 | 19 | 100 | -8
- CS(=O)(=O)N(CC(=O)N1CCCCC1)c1ccc2c(c1)OCO2
  5 | 8 | 7 | 89 | 4 | 6 | nt | 96 | -4
- O=[N+]([O-])c1cccc(C(=S)N2CCN(c3ccccc3F)CC2)c1
  11 | -3 | -3 | 97 | -3 | 0 | -7 | 83 | -10
- O=C(CCCc1c[nH]c2ccccc12)NCc1ccc2c(c1)OCO2
  3 | -23 | 3 | 95 | -3 | 7 | 2 | 94 | -8
- Cc1oc(-c2ccccc2F)nc1CS(=O)(=O)CC(=O)NCCCN(C)C1CCCCC1
  8 | -18 | 0 | 101 | 3 | -9 | 27 | 103 | 0
- CCCCC(=O)Nc1ccc(C(=O)NNC(=S)NC(=O)c2ccco2)cc1
  -1 | -20 | 5 | 102 | 10 | -5 | 46 | 103 | 2
- CC(C)Sc1nc(N)c2c3c(sc2n1)CN(C)CC3
  2 | 2 | -4 | nt | 18 | -19 | 20 | nt | nt
- CCOC(=O)c1[nH]c2ccc(Br)cc2c1NC(=O)CCN1CCCC(C)(C)C1
  4 | -4 | -1 | 102 | -9 | -11 | 33 | 104 | -1
- CCN(c1ccccc1)c1nc(C#N)nc(N(CC)c2ccccc2)n1
  2 | -18 | 2 | 105 | 3 | -4 | nt | 105 | -3
- C=CCNc1nc(Nc2ccc([N+](=O)[O-])cc2)nc(N2CCCC2)n1
  -2 | -2 | -4 | 100 | 0 | -9 | -2 | 107 | 1
- COC(=O)Nc1ccc(S(=O)(=O)N2CCCCC2C(=O)NCc2ccco2)cc1 (stereo not given)
  5 | 6 | 9 | 96 | 8 | -8 | 17 | 97 | -1
- O=C(c1ccc(N2CCN(S(=O)(=O)c3ccccc3)CC2)c([N+](=O)[O-])c1)N1CCOCC1
  2 | 0 | 4 | 92 | -8 | 0 | 10 | 95 | -3
- CN1/C(=C/C=C(C#N)C#N)C=Cc2ccccc21
  -14 | 11 | 8 | 103 | 9 | -49 | 10 | 97 | -2
- COC(=O)c1[nH]c2c(c1C)C(=O)CC(c1cccc(OC)c1)C2 (stereo not given)
  1 | -7 | -1 | 103 | 1 | -6 | 2 | 107 | 5
- COc1cccc(OCC(O)CN2CCN(C)CC2)c1 (stereo not given)
  6 | -10 | -10 | 104 | -4 | -2 | 13 | 104 | 3

Screening data as filed in PubChem BioAssay.

The list is partial. The share of hits here may be higher or lower than overall.
